High-throughput results (PubChem)
GoLoco inh red – RGS12 GoLoco-Gai1 interaction inhibition | P63096 | Gai1:RGS12 GoLoco peptide FP, rhodamine, 10 min | Potency, µM (highest dose often 61.6 µM), for inactives: top-dose activity, negative = inhibition, most hits filed as inhibitors | 230,000 compounds, 0.44% hits | AID 880; active means well fitted inhibition curve with a large enough effect, not every such curve was filed as active; inactive means no such curve, though single readings can be large or run the other way; further: nearly all actives have a fitted effect of over 30% in size; many of its hits are not listed in these tables
Target sequence (P63096 whole entry, looked up): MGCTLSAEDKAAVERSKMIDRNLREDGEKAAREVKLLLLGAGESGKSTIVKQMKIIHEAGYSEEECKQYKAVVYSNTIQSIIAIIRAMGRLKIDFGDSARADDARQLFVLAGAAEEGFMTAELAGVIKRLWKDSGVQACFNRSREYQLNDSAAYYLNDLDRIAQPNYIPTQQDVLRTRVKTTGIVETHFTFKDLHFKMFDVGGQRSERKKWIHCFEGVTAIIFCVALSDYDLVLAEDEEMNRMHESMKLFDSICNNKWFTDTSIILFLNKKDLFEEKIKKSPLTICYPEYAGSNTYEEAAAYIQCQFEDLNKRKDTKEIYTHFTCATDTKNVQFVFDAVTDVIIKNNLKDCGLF
aGlu spleen mod – inhibits or activates alpha-glucosidase in human spleen homogenate; P10253; human spleen homogenate, 4-MU-alpha-glucoside fluorescence; Potency, µM (doses to about 79.9 µM), inactives show at the highest dose activity change, negative = inhibition, most hits filed as inhibitors; 240,000 compounds, 0.006% hits; AID 2112;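 further: 0% = enzyme with vehicle and -100% = no enzyme basal signal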
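AC50 values come from Hill-equation fits of concentration-response data, normalized to no-enzyme and full-activity controls. Enzyme source: 1 ug human spleen homogenate; 1 mM fluorogenic 4-MU glucoside, pH 5.0 citrate buffer, 37 C, 40 min.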
RECQ1 helicase – inhibitors of human RECQ1 DNA helicase; Potency, µM (highest dose often 57.3 µM), for the others: at the highest dose activity, negative = inhibition, hits mostly inhibitors; P46063; AID 2549; RECQ1 DNA unwinding, red fluorescence kinetic read; 240,000 compounds, 0.54% hits;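 further: plate controls were vehicle for no effect and no enzyme for full effect; nearly all actives have a fitted effect of over 30% in size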
Target sequence (P46063 whole entry, looked up): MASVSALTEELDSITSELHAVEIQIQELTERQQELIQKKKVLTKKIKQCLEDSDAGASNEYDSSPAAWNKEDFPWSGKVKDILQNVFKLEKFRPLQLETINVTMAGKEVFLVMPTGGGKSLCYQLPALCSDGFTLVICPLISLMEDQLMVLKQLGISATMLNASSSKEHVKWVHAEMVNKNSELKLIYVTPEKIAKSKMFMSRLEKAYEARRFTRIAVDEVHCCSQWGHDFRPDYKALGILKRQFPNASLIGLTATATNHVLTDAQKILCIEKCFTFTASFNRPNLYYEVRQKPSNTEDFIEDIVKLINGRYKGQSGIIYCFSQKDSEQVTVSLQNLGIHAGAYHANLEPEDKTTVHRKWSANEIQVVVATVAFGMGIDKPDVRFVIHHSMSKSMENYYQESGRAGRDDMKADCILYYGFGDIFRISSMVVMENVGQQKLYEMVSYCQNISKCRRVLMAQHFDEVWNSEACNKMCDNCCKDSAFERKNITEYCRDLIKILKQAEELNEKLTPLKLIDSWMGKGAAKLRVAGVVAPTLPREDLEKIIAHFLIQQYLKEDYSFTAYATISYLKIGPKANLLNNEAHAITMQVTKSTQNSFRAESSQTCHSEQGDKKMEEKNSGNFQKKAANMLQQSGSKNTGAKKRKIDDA
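RECQ1T1 50 nM; forked duplex (20 bp + 30-nt ss tails) 200 nM, ATP 2 mM final; pH 8.0, 2 mM MgCl2, 2.5 ug/ml poly(dI-dC); 15 min compound preincubation; discontinuous kinetic read over 2 h at RT.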
TexasRed fluor – alters Texas Red total fluorescence, flagging assay interference; TRb/SRC2 Texas Red total fluorescence interference; Potency, µM (highest dose often 106 µM), without a hit: at the top dose fluorescence change, negative = quenching; 280,000 compounds, 0.29% hits; AID 1479; active means well fitted curve in either direction with a large enough effect; inconclusive means small, poorly fitted or top-dose-only effect
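Human TRβ ligand-binding domain (0.6 uM) and Texas Red SRC2 peptide (20 nM) in Tris buffer with 1 uM T3 and 5% DMSO were incubated with pinned compound for 5 hr at ambient temperature. Total fluorescence was computed as S + 2P (555/632 nm).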
TRb-SRC2 inh – inhibitors of human thyroid hormone receptor beta-SRC2 interaction | P10828 | TRbeta-SRC2 peptide binding, fluorescence polarization; receptor liganded with 1 µM T3 | Potency, µM (top dose mostly 106 µM), for inactives: at the top dose activity change, negative = inhibition, most hits filed as inhibitors | 280,000 compounds, 0.065% hits | AID 1469;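 further: plate controls were bound peptide for no effect and peptide without receptor for full effect; nearly all actives have a fitted effect of over 50% in size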
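Fluorescence polarization of 20 nM Texas Red SRC2 peptide with 0.6 uM human TRb ligand-binding domain, in Tris buffer with 1uM T3 and 5% DMSO. Incubated 5 hr ambient; normalized to unbound and bound controls.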
L3MBTL1 inh – inhibitors of human L3MBTL1 | 230,000 compounds, 0.66% hits | Potency, µM (highest dose often 57.1 µM), for inactives: at the top dose activity, negative = inhibition, actives largely listed as inhibitors | AID 485360 | AlphaScreen L3MBTL1–H3K9me1 peptide binding; further: nearly all actives have a fitted effect of over 60% in size
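L3MBTL1 (50 nM) pre-complexed 30 min with biotinylated H3(1-15)K9me1 peptide (75 nM), then compounds added for 30 min at room temperature; AlphaScreen streptavidin donor/nickel chelate acceptor beads (10 ug/mL final) read after 30 min dark incubation.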
GAA inh – inhibitors of human lysosomal alpha-glucosidase; P10253; purified human GAA, 4-MU-alpha-glucoside fluorescence; Potency, µM (doses to about 76.9 µM), inactives show top-dose activity change, negative = inhibition, most hits filed as inhibitors; 200,000 compounds, 0.005% hits; AID 1466;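 further: plate controls were uninhibited enzyme wells for no effect and no-enzyme background for full effect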
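AC50 values come from Hill fits of compound titrations (up to 77 uM) against 4 nM human enzyme. Substrate 4-methylumbelliferyl-alpha-D-pyranoside at 400 uM, pH 5.0 citrate buffer, 20 min room temperature; fluorescence Ex 365/Em 440 after alkaline stop.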
GAA glycogen mod – inhibitors or activators of human alpha-glucosidase glycogen cleavage; P10253; recombinant GAA, glycogen substrate, Amplex Red glucose oxidase fluorescence; Potency, µM (series often up to 76.4 µM), inactives show at the top dose activity change, negative = inhibition, usual class: inhibitors; 300,000 compounds, 0.38% hits;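 further: 0% = full enzyme reaction and -100% = no-enzyme basal signal; the screen sought inhibitors and activators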
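Natural-substrate format: glycogen cleavage by 4 nM human enzyme, glucose read by Amplex Red coupling (Ex 573, Em 610 nm). Normalized to enzyme and no-enzyme controls.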
* hit, by the source's call; i = inactive; u = inconclusive; x = not tested or not shown; [ ] = remark or other dose. Unless noted, the call rests on the fitted dose curve; in most records, active means well fitted curve in the direction sought with a large enough effect; inconclusive means small, poorly fitted or top-dose-only effect, or another doubt; inactive means no such curve, though single readings can be large; an effect the other way counts as inactive or inconclusive. Unless noted, on the % scale 0 is the no-effect control and ±100 the full control effect; potency means the concentration at half of the fitted maximal effect.

#	SMILES	GoLoco inh red	aGlu spleen mod	RECQ1 helicase	TexasRed fluor
1	Cn1cc(Br)c(NC(=O)/C=C/C(=O)O)n1	-25%	-6%	i	0%
2	Cc1ccc(S(=O)(=O)NCC2CCC(C(=O)NCCCN3CCOCC3)CC2)cc1 (stereo unspecified)	6%	0%	-13%	-1%
3	COc1ccc2c(Cl)c(C(=O)NCc3ccco3)sc2c1	7%	-2%	-8%	0%
4	O=c1c2cn[nH]c2[nH]c(=S)n1-c1cccc(Cl)c1	-9%	3%	5%	5%
5	COc1ccc(-c2cnc3c(c2)CCC3(C#N)C#N)cc1	16%	-5%	1%	0%
6	Cc1cc(=O)[nH]c(N/N=C/c2c(C)oc3ccccc23)n1	-9%	-21%	-2%	-2%
7	Cc1nnc(NC(=O)CCSc2ccccc2)s1	-2%	2%	-3%	-1%
8	Cc1ccc(S(=O)(=O)NCC(c2cccnc2)N(C)C)cc1 (stereo unspecified)	7%	5%	11%	-3%
9	O=C(C1CCN(S(=O)(=O)N2CCOCC2)CC1)N1CCN(Cc2ccc3c(c2)OCO3)CC1	8%	-12%	13%	1%
10	O=C(COC(=O)c1cc(S(=O)(=O)N2CCCCC2)ccc1N1CCOCC1)NCCc1ccc(F)cc1	33%[activator]	0%	-1%	2%

#	TRb-SRC2 inh	L3MBTL1 inh	GAA inh	GAA glycogen mod
1	0%	7%	x	6%
2	2%	x	-1%	8%
3	5%	x	-6%	5%
4	6%	5%	1%	2%
5	2%	2%	-3%	1%
6	-9%	9%	4%	-4%
7	-8%	-4%	-11%	7%
8	8%	-3%	u	4%
9	2%	5%	-5%	-5%
10	4%	u	-13%	-1%

The listing continues.
#	SMILES	GoLoco inh red	aGlu spleen mod	RECQ1 helicase	TexasRed fluor
11	O=C(NCc1ccco1)C(=S)N1CCCC1	1%	-1%	-2%	0%
12	CCOC(=O)c1ccc(NC(=S)N(CCCN2CCN(CC)CC2)Cc2ccco2)cc1	0%	2%	i	-2%
13	Cc1ccc(OCC(=O)Nc2ccc3c(c2)OCO3)c(C)c1	11%	-4%	18%	-1%
14	Cc1ccc(CNC(=S)Nc2ccc(OC(F)F)cc2C)cc1	x	-7%	-11%	2%
15	O=C(NC1CCCCCCC1)C1CCC(CNc2c(N3CCCC3)c(=O)c2=O)CC1 (stereo unspecified)	-3%	-5%	3%	-2%
16	CN(C(=O)c1ccncc1)c1nnc(-c2cccnc2)s1	-4%	-7%	-5%	-2%
17	Nc1nonc1-n1nnc(C(=O)O)c1-c1cccs1	-4%	-2%	9%	-3%
18	O=C(Nc1nccs1)C(c1ccccc1)N1CCCC1 (stereo unspecified)	8%	4%	i	-1%
19	CC(C)CCN(CCC(C)C)C/C(O)=C(\C#N)c1nc(-c2ccccc2)cs1	29%	-1%	i	0%
20	O=C(COC(=O)/C=C/c1cccc(C(F)(F)F)c1)NCc1ccc(F)cc1	2%	-12%	-4%	0%

#	TRb-SRC2 inh	L3MBTL1 inh	GAA inh	GAA glycogen mod
11	7%	-1%	12%	8%
12	-7%	5%	3%	1%
13	-2%	4%	u	18%
14	10%	3%	-3%	-13%
15	4%	-4%	4%	-4%
16	-9%	x	-5%	8%
17	0%	-1%[11.4 µM]	6%	0%
18	-1%	x	-9%	3%
19	-3%	x	u	7%
20	-9%	9%	5%	3%

Carrying on:
#	SMILES	GoLoco inh red	aGlu spleen mod	RECQ1 helicase	TexasRed fluor
21	COCCNC(=S)N1CCN(c2nc3ccccc3s2)CC1	12%	2%	25%	-1%
22	COc1ccc(-c2cc(C(F)(F)F)n3nc(C(=O)Nc4cc(C)on4)cc3n2)cc1OC	-9%	-11%	-2%	3%
23	Cc1cc(C)cc(OCC(=O)OCC(=O)c2ccc3c(c2)NC(=O)CO3)c1	3%	-2%	-5%	1%
24	O=C(COC(=O)CNS(=O)(=O)c1ccccc1)NC12CC3CC(CC(C3)C1)C2	7%	2%	i	0%
25	Cc1nc2ccccn2c1P(=Nc1ccccc1)(N(C)C)N(C)C	-1%	-8%	-9%	-1%
26	CCN(CC)C(=O)COc1ccc(Br)cc1Cl	-8%	-1%	-2%	-1%
27	COc1ccc(OCC(=O)Nc2ccccc2C(=O)N2CCOCC2)cc1	-36%	-2%	5%	4%
28	Cc1ccn2cc(-c3ccc(Br)cc3)nc2c1	9%	3%	i	0%
29	O=C(CSc1ccc2nnc(-c3ccncc3)n2n1)N1CCc2ccccc21	5%	-5%	-10%	-2%
30	O=c1oc(Nc2ccc(F)cc2)nc2ccccc12	8%	1%	-2%	-2%

#	TRb-SRC2 inh	L3MBTL1 inh	GAA inh	GAA glycogen mod
21	6%	-17%	u	3%
22	-1%	11%	-8%	1%
23	-18%	x	-2%	10%
24	1%	1%	6%	1%
25	1%	-2%	2%	0%
26	3%	3%[11.4 µM]	4%	2%
27	-15%	x	-7%	-11%
28	1%	9%	x	1%
29	-3%	-5%	3%	-9%
30	-3%	-2%	3%	1%

The results go on.
#	SMILES	GoLoco inh red	aGlu spleen mod	RECQ1 helicase	TexasRed fluor
31	Cc1ccc(/C=N/NC(=O)C2CC(=O)N(c3ccccc3)C2)s1 (stereo unspecified)	-2%	-4%	-10%	1%
32	Cc1cc(C)cc(NC(=O)N2CCC(C(=O)c3ccc(F)cc3)CC2)c1	4%	x	i	-2%
33	CCOc1c(Br)cc(/C=N\NC(=O)c2ccccc2)cc1OC	3%	-10%	-8%	-2%
34	CCOC(=O)N1CCN(C(=O)CSc2ccccc2)CC1	7%	9%	-3%	-1%
35	O=S(=O)(NCCOc1ccc(F)cc1)c1ccc2c(c1)OCCO2	5%	-12%	-4%	0%
36	O=C(CCC(=O)OCc1ccc(C(=O)Oc2ccccc2)cc1)Nc1cccc2ccccc12	1%	-2%	-4%	-1%
37	Cc1ccccc1CN1C(=O)Nc2ccccc2C(=O)N1C(C)(C)C	-3%	-5%	i	1%
38	CCCOc1ccc(C(C)=O)cc1CSCCC#N	3%	3%	-7%	-6%
39	Cc1ccc(C)c(S(=O)(=O)Nc2ccc(O)c(Sc3ncn[nH]3)c2)c1	-23%	1%	i	3%
40	CCN1C/C(=C\c2cccc([N+](=O)[O-])c2)C(=O)/C(=C/c2cccc([N+](=O)[O-])c2)C1	-5%	2%	-4%	0%

#	TRb-SRC2 inh	L3MBTL1 inh	GAA inh	GAA glycogen mod
31	7%	0%	0%	6%
32	-4%	-22%	-10%	9%
33	2%	-5%	5%	4%
34	-4%	-2%	1%	1%
35	-4%	0%	-1%	1%
36	6%	6%	4%	-4%
37	11%	x	8%	-9%
38	-9%	-3%	-6%	-1%
39	-1%	x	x	u
40	0%	-4%	-5%	9%

The list goes on (2 carried over from the part before).
#	SMILES	GoLoco inh red	aGlu spleen mod	RECQ1 helicase	TexasRed fluor
39	Cc1ccc(C)c(S(=O)(=O)Nc2ccc(O)c(Sc3ncn[nH]3)c2)c1	-23%	1%	i	3%
40	CCN1C/C(=C\c2cccc([N+](=O)[O-])c2)C(=O)/C(=C/c2cccc([N+](=O)[O-])c2)C1	-5%	2%	-4%	0%
41	Cc1cc(SCC(=O)NCCN2C(=O)CSC2=O)nc2ccccc12	8%	0%	3%	0%
42	C=CCc1c(OC)ccc2ccc(=O)oc12	11%	-2%	i	-1%
43	CCOc1ccc(NC(=O)CSc2nc3c(c(=O)n2-c2ccccc2OC)SCC3)cc1	15%	2%	-2%	-1%
44	CC1CCc2c(nc3ncnn3c2Nc2ccc(OC(F)(F)F)cc2)C1 (stereo unspecified)	-4%	-2%	-1%	1%
45	CCCC1N2CC3([N+](=O)[O-])CN1CC([N+](=O)[O-])(C2)C3(C)C (stereo unspecified)	4%	7%	-2%	1%
46	COc1cccc2cc(C(=O)NC(C)C3CCCO3)c(=O)oc12 (stereo unspecified)	7%	-14%	-1%	-9%

#	TRb-SRC2 inh	L3MBTL1 inh	GAA inh	GAA glycogen mod
39	-1%	x	x	u
40	0%	-4%	-5%	9%
41	11%	-2%	1%	5%
42	-5%	x	4%	8%
43	-1%	-12%	u	-1%
44	-4%	19%	u	-3%
45	-5%	-2%	3%	-3%
46	2%	-3%	-4%	7%

10 compounds already listed, ordered by molar mass, descending:
#	SMILES	GoLoco inh red	aGlu spleen mod	RECQ1 helicase	TexasRed fluor
20	O=C(COC(=O)/C=C/c1cccc(C(F)(F)F)c1)NCc1ccc(F)cc1	2%	-12%	-4%	0%
33	CCOc1c(Br)cc(/C=N\NC(=O)c2ccccc2)cc1OC	3%	-10%	-8%	-2%
27	COc1ccc(OCC(=O)Nc2ccccc2C(=O)N2CCOCC2)cc1	-36%	-2%	5%	4%
32	Cc1cc(C)cc(NC(=O)N2CCC(C(=O)c3ccc(F)cc3)CC2)c1	4%	x	i	-2%
25	Cc1nc2ccccn2c1P(=Nc1ccccc1)(N(C)C)N(C)C	-1%	-8%	-9%	-1%
14	Cc1ccc(CNC(=S)Nc2ccc(OC(F)F)cc2C)cc1	x	-7%	-11%	2%
31	Cc1ccc(/C=N/NC(=O)C2CC(=O)N(c3ccccc3)C2)s1 (stereo unspecified)	-2%	-4%	-10%	1%
46	COc1cccc2cc(C(=O)NC(C)C3CCCO3)c(=O)oc12 (stereo unspecified)	7%	-14%	-1%	-9%
6	Cc1cc(=O)[nH]c(N/N=C/c2c(C)oc3ccccc23)n1	-9%	-21%	-2%	-2%
42	C=CCc1c(OC)ccc2ccc(=O)oc12	11%	-2%	i	-1%

#	TRb-SRC2 inh	L3MBTL1 inh	GAA inh	GAA glycogen mod
20	-9%	9%	5%	3%
33	2%	-5%	5%	4%
27	-15%	x	-7%	-11%
32	-4%	-22%	-10%	9%
25	1%	-2%	2%	0%
14	10%	3%	-3%	-13%
31	7%	0%	0%	6%
46	2%	-3%	-4%	7%
6	-9%	9%	4%	-4%
42	-5%	x	4%	8%

These rows are one share of the data; count on the stated rates, not on these rows.
